Source: PubChem (National Center for Advancing Translational Sciences (NCATS))
MmCpn inh = inhibitors of Methanococcus maripaludis chaperonin (MmCpn) | 330,000 compounds, 0.031% hits | purified Mm-Cpn ATPase, ADP Transcreener TR-FRET | AID 504842 | Potency, µM (series often up to 76.9 µM), for the others: at the highest dose activity, negative = inhibition, actives largely listed as inhibitors; further: potency means the concentration at half of the fitted maximal effect; on the % scale 0 is the no-effect control and ±100 the full control effect; nearly all actives have a fitted effect of over 80% in size
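Measured: ADP formation by purified Mm-CPN. Conditions: 25 nM protein, 10 uM ATP, Tris pH 7.4 with Mg2+, K+ and DTT, 37°C for 30 min. Detection: Transcreener HTRF after 30 min at room temperature.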
D3 ag = agonists of human D3 dopamine receptor; AID 652048; P35462; max activation, %; D3R DiscoveRx beta-arrestin cells, luminescence, 90 min; 410,000 compounds, 0.58% hits; in the data active means max activation above about 30%; further: 0% is about no effect; mostly tested at two doses, the higher about 12 µM
Target sequence (P35462 whole entry, looked up): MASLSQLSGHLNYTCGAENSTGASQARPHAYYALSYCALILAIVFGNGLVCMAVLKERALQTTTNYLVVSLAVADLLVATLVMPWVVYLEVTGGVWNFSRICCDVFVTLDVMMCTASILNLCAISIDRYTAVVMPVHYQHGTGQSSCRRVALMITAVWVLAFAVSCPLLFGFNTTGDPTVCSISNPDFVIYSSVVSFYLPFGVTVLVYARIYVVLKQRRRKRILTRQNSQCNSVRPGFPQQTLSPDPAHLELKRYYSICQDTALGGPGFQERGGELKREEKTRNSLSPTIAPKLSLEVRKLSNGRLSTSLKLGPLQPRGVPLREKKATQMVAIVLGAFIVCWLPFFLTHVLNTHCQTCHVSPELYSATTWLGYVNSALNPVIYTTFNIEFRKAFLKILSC
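Cells at 1500/well, incubated overnight, then treated with pinned compounds (dopamine as control) for 90 min at 37 degrees C. DiscoveRx reagent added for 30 - 60 minutes at room temperature; luminescence read.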
D3 antag = antagonists of human D3 dopamine receptor | max response, negative = inhibition, % | 360,000 compounds, 2.5% hits | P35462 | D3R cells, DiscoveRx beta-arrestin luminescence, antagonist mode; hits give low values; in the data active means max response below about -50%; inconclusive means no clear call, values can overlap the other calls; further: on the % scale 0 is the no-effect control and ±100 the full control effect; mostly tested at two doses, the higher about 12 µM
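Cells expressing the human receptor were seeded at 1500 cells/well, incubated overnight at 37 degrees C in 5% CO2, then exposed to library compounds with dopamine controls for 90 minutes at 37 degrees C before luminescent detection.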
EPAC2 antag = blocks human EPAC2 exchange factor | Q8WZA2 | 360,000 compounds, 0.18% hits | AID 720708 | EPAC2 GEF exchange of Rap1B-BODIPY-GDP, fluorescence | Potency, µM (top dose mostly 114 µM), without a hit: at the highest dose activity, negative = inhibition, actives largely listed as inhibitors; further: potency means the concentration at half of the fitted maximal effect; on the % scale 0 is the no-effect control and ±100 the full control effect; nearly all actives have a fitted effect of over 45% in size; many of its hits are not listed in these tables
EPAC2 agonist = agonists of human EPAC2 (RAPGEF4); Q8WZA2; EPAC2 activation, biochemical qHTS; response scale: 100% = 6.5 mM cAMP response; Potency, µM (titrated, usually from 154 µM), without a hit: at the top dose activation, most hits filed as activators; 360,000 compounds, 0.079% hits; further: potency means the concentration at half of the fitted maximal effect; nearly all actives have a fitted effect of over 50% in size
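Compounds were added across a concentration range to EPAC2 (100 nM), RAP1B-BODIPY-GDP (250 nM) and GDP (50 uM). After 5 min at room temperature, fluorescence was recorded at 5-min intervals for 30 min.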
PTHR1 agonist = PTHR1 (human) receptor agonism; HEK293 GP2 PTHR1 cells, GloSensor cAMP luminescence, 1 h; Potency, µM (top dose mostly 115 µM), inactives show at the top dose activation, hits mostly activators; 410,000 compounds, 0.075% hits; AID 743266; further: potency means the concentration at half of the fitted maximal effect; nearly all actives have a fitted effect of over 55% in size; some results filed as inactive show a strong effect at the top dose; inactives centre near -15; many of its hits are not listed in these tables
Target sequence (Q03431 whole entry, looked up): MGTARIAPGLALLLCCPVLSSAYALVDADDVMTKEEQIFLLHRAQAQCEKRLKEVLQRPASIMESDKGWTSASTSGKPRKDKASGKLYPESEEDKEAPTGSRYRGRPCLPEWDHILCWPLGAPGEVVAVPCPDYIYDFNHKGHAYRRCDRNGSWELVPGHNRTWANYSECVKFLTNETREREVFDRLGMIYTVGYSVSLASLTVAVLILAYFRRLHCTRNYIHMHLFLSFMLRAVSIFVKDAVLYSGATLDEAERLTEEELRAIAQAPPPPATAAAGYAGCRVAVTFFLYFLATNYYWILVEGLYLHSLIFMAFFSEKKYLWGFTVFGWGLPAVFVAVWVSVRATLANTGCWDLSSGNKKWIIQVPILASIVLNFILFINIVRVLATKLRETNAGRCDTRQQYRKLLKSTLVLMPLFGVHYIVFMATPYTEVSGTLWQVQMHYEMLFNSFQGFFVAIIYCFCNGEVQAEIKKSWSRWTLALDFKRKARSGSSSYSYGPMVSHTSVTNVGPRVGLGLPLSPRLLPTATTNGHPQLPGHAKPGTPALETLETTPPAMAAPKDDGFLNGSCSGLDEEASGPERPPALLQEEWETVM
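HEK-293-derived GP2 cells expressing PTHR1 and a GloSensor cAMP reporter, 3,000/well, plated overnight, given luciferin plus IBMX (each 0.5 mM as added) for 1 h at 37 °C, then compound for 1 h at 37 °C. Luminescence was read after 15 min at room temperature.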
CCT chaperon mod = changes cytosolic chaperonin activity. 360,000 compounds, 0.3% hits. purified chaperonin ATPase assay, HTRF ADP detection, 30 min. AID 651819. activity change, % (concentration not given with the values), hits read low; in the data active means activity change below about -30%; further: on the % scale 0 is the no-effect control and ±100 the full control effect
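Nucleotide hydrolysis assay: TRiC at 20–40 nM final (set by batch activity) with 10 uM ATP, 30 min at 37 °C, in presence of 76 uM compound. Detection by competitive ADP HTRF, 30 min ambient.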
Akt phos inh = Akt phosphorylation inhibition. AID 651550. 360,000 compounds, 0.32% hits. Neuro2A IGF-stimulated pAkt S473 HTRF, 20 min; hits give low values. activity change, % for hits at 50 µM; in the data active means activity change below about -80%; inconclusive means mostly about -51% to -80%; further: on the % scale 0 is the no-effect control and ±100 the full control effect
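Single-point screen (50 µM final compound) in Neuro2A cells stimulated 20 min with 6 nM IGF at 37 deg C. After lysis, Ser473-phosphorylated Akt read by HTRF (ex 330 nm, em 615/665 nm) as the 665/615 ratio.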
* marks the source's active call; other numbers are inactive results; i = inactive; ? = inconclusive; nt = no result given; & = joins results of further samples; [ ] = dose if it differs, or a comment. Unless noted, the call rests on the fitted dose curve; in most records, active means well fitted curve in the direction sought with a large enough effect; inconclusive means small, poorly fitted or top-dose-only effect, or another doubt; inactive means no such curve, though single readings can be large; an effect the other way counts as inactive or inconclusive. Not all compounds are listed (hit frequency here may not be typical).

SMILES	MmCpn inh	D3 ag	D3 antag	EPAC2 antag	EPAC2 agonist	PTHR1 agonist	CCT chaperon mod	Akt phos inh
O=[N+]([O-])c1ccc(/C=N/Nc2nc(-c3ccccc3)c3cc(Br)ccc3n2)o1	0%	3	14	-1%	6%	-57%	0.5	i
CCN(CC(=O)Nc1ccc(NC(C)=O)cc1)C(=O)C1CCC1	-2%	-1	-3	-1%	3%	i	1.5	i
CN(C)CC(C)(C)CNS(=O)(=O)c1ccc(Cl)c(Cl)c1	0%&-4%	-12&-27	-29&-28	0%&0%	8%&8%	-16%	1.3&2.5	i
COc1ccccc1N1CCN(C(=O)CSc2ncccc2-c2nc3ccccc3[nH]2)CC1	?	-13	-9	5%	5%	?	0.3	i
O=C(COc1cccc2ccccc12)Nc1ccc(Cl)cc1C(=O)O	2%	-2	-9	?	-3%	-29%	0.9	i
CCOC(=O)c1sc(NS(=O)(=O)c2ccc(C)cc2)nc1C	-2%	12	-10	10%	1%	-21%[57.5 µM]	1.5	i
COc1ccc(-c2nc3ccccc3n2Cc2ccccc2)cc1	1%	-9&4	27	10%	9%	-6%	0.5	i
COCCCNc1nc2c(-c3ccc(Cl)cc3)nnn2c2ccccc12	1%	-6	0	15%	7%	-21%	-5.9	i
CCOC(=O)C1=CCC(c2ccc(N(CC)CC)cc2)N(S(=O)(=O)c2ccc(C)cc2)C1c1ccc([N+](=O)[O-])cc1 (stereo not drawn)	nt	6	23	2%	3%	-21%	nt	i
CCc1nc2c(OCC3COc4ccccc4O3)cccn2c1N(C)C(=O)c1cccs1 (stereo not drawn)	nt	-15	?	13%	25%	-12%	-1.6	i
O=C(CSc1ccccc1F)NC(=O)NCc1ccco1	-3%	3	-7	23%	9%	i	-4.4	i
COc1ccc(Cl)cc1C(=O)N1CCN=C1SC	0%	2	27	-10%	7%	-5%	0.5	i
CCOc1ccc(C(=O)NCc2ccncc2)cc1	-1%	-7	32	-3%	6%	-24%	1.9	i
CCn1c(CSCc2ccc(Cl)cc2)nnc1SCC(=O)Nc1cccc(C(=O)O)c1	-2%	-1	3	-7%	0%	2%	-0.5	i
O=C(NCCN1CCCOC1=O)C(=O)NCCN1CCCOC1=O	-2%	5	1	3%	2%	i	1.2	i
CC12CN(NC(=O)c3ccccc3F)C3(C#N)CC1CCC23C (stereo not drawn)	-3%	3	-3	-4%	18%	i	-0.9	i
CCCN(CC1CC1)C(=S)NC(=O)c1ccc(S(=O)(=O)N2CCOCC2)cc1	-1%	21	-13	2%	2%	i	1.8	i
Cc1ccc(NC(=S)NNC(C)(C)C)cc1	0%	2	12	-3%	-1%	-11%	-2.4	i
CCCCCN(C(=O)CCC(=O)OCCOc1ccccc1Cl)c1c(N)n(CCCC)c(=O)[nH]c1=O	2%	-10	3	12%	2%	-5%	-7.0	i
NS(=O)(=O)c1ccc(CCNC(=O)c2cnc(Cl)c(Cl)c2)cc1	2%	-8	-16	-12%	9%	i	-2.5	i

Filtered by structure, those above containing a furan ring, fused or not.
SMILES	MmCpn inh	D3 ag	D3 antag	EPAC2 antag	EPAC2 agonist	PTHR1 agonist	CCT chaperon mod	Akt phos inh
O=[N+]([O-])c1ccc(/C=N/Nc2nc(-c3ccccc3)c3cc(Br)ccc3n2)o1	0%	3	14	-1%	6%	-57%	0.5	i
O=C(CSc1ccccc1F)NC(=O)NCc1ccco1	-3%	3	-7	23%	9%	i	-4.4	i

Carrying on:
SMILES	MmCpn inh	D3 ag	D3 antag	EPAC2 antag	EPAC2 agonist	PTHR1 agonist	CCT chaperon mod	Akt phos inh
Cc1ccc(N2CCN(C(=O)CCc3nc4ccccc4[nH]3)CC2)c(C)c1	1%	3	-17	3%	18%	-27%	-2.4	i
CC[C@H]1OC(=O)[C@H](C)[C@@H](O[C@H]2C[C@@](C)(OC)[C@@H](O)[C@H](C)O2)[C@H](C)[C@@H](O[C@@H]2O[C@H](C)C[C@H](N(C)C)[C@H]2O)[C@](C)(O)C[C@@H](C)[C@@H]2N[C@@H](COCCOC)O[C@H]([C@H]2C)[C@]1(C)O	-1%	12	33	-16%	-2%	-11%	1.9	i
Cc1c(C(=O)NCCSCc2cccc(C(F)(F)F)c2)cnn1-c1ccc(Cl)cc1	1%	5	8	-20%	0%	-23%	0.6	i
COc1ccc(C(=O)N(C)CC2CCN(CCc3cccc(C(F)(F)F)c3)CC2)cc1C	0%	-27	-77*	-11%	-9%	-19%	1.0	i
CCC(C)NC(=O)Cn1cc(S(=O)(=O)N2CCCC2)c(S(=O)(=O)N2CCCC2)c1 (stereo not drawn)	1%	-6	19	3%	-1%	-6%	0.3	i
COc1ccc(NC(=O)CCNC(=O)c2ccc([N+](=O)[O-])cc2)cc1S(=O)(=O)N1CCCCC1	1%	0	9	-12%	11%	i	-4.0	i
Cc1ccn2c(NCc3ccccc3)c(-c3cccs3)nc2c1	-3%	-19	-9	-12%	9%	-11%	-0.3	i
COC(=O)c1[nH]c2cccc(OC)c2c1NC(=O)CCN1CCC(C)CC1	-4%	-28	-77*	-1%	3%	-2%	0.7	i
COc1ccc(-n2nnnc2SCC(=O)c2cccc(OC)c2)cc1	-4%	1	8	1%	11%	i	0.1	i
Cc1nc(SCC(=O)NC(=O)NCc2ccco2)nc(C)c1C	-2%	-3	17	-5%	2%	-1%	1.1	i
c1cc2nnnn2nc1N1CCCCC1	0%	10	7	6%	0%	-3%[57.5 µM]	-5.3	i
CCN(Cc1ccncc1)C(=O)c1cc(COc2c(F)cccc2F)on1	2%	8	5	-17%	-2%	-18%	-0.4	i
Cc1ccc(S(=O)(=O)CCC(=O)OCC(=O)N(C)C2CCS(=O)(=O)C2)cc1 (stereo not drawn)	-4%	3	-4	6%	9%	-34%[inhibitor]	0.7	i
COC(=O)CSc1nc2ccccc2c(=O)n1C	0%	5	20	-5%	7%	-21%	-17	i
Cc1ccc(NC2CCCN(C(=O)c3nonc3C)C2)cc1C (stereo not drawn)	nt	2	-15	-7%	14%	i	0.0	i
CC(=O)c1ccc(OCCCC(=O)Nc2ccc(C)c(S(=O)(=O)N3CCCCC3)c2)cc1	0%	-5	1	-3%	7%	-28%	0.6	i
CCc1cccc(N(C(=O)c2csnn2)C(C(=O)NC(C)(C)CC)c2ccccn2)c1 (stereo not drawn)	-1%	-2	2	-1%	6%	-7%	-2.2	i
CC(C)OC(=O)c1cc(NC(=S)Nc2ccc([N+](=O)[O-])cc2)cc(C(=O)OC(C)C)c1	-5%	3	-63*	-5%	-7%	-14%[57.5 µM]	-2.3	i
COc1ccc([C@H]2C[C@@H](n3cc(C4CC4)nn3)[C@H](O)CN2C(=O)C2CCCCC2)cc1	nt	-7	-26	11%	1%	-4%	1.4	i
O=c1oc2ccccc2c(Nc2ccc(Cl)cc2)c1[N+](=O)[O-]	2%	6	15	3%	6%	-41%[inhibitor]	-1.3	i
CC(C)CSc1oc(-c2ccco2)nc1S(=O)(=O)c1ccccc1	-7%	-13	2	?	2%	-56%[inhibitor]	1.3	i
COc1ccc(N2CS(=O)CC2=O)cc1 (stereo not drawn)	?	-1	-3	-8%	2%	i	-0.7	i
C=CCC(=O)OCC(=O)Nc1ccc(Cl)cn1	0%	6	2	12%	2%	i	-1.3	i
Cc1onc(NC(=O)NC(=O)c2c(F)cccc2Cl)c1Br	-2%	-2	-1	8%	3%	0%	0.8	i
NS(=O)(=O)c1ccc(CCNC(=O)c2cccc([N+](=O)[O-])c2)cc1	2%	9	8	?	4%	i	-1.1	i
COc1ccc(C)cc1NC(=O)C(NCC(O)c1ccccc1)c1ccccc1 (stereo not drawn)	0%	6	10	-12%	10%	-25%	-1.7	i
O=C(CCN1C(=O)[C@@H]2Cc3ccccc3CN2C1=O)N[C@H](C(=O)O)c1ccccc1	-3%	3	11	7%	9%	i	-2.3	nt
CCOc1ccccc1/C=C/c1onc(C)c1S(=O)(=O)N1CCC(C(=O)NC(C)C)CC1	-1%	-8	2	6%	-9%	i	-0.7	i
CC(C)(C)c1ccc(C(=O)N2CCC2(C)C(=O)NS(=O)(=O)c2ccc(C#N)cc2)cc1 (stereo not drawn)	nt	-24	0	12%	-2%	18%	1.4	i
CCCc1cc(=O)n2[nH]c(C)c(-c3ccccc3OC)c2n1	nt	1	-8	-4%	0%	i	-2.2	i
CC(=O)C1=NOC2C(=O)N(c3ccccc3)C(=O)C12 (stereo not drawn)	-2%	6	24	13%	-8%	24%	2.4	i
Cc1nn(C(=O)c2c(-c3ccccc3)noc2C)c(C)c1N=Nc1cc(C(F)(F)F)cc(C(F)(F)F)c1	-1%	-1	6	-16%	-9%	i	0.2	i
Oc1c(C(c2ccccc2)N2CCN(Cc3ccccc3)CC2)sc2ncnn12 (stereo not drawn)	0%	-5	31	8%	-1%	i	-1.6	i
COc1ccccc1C1CC(c2ccc(NS(C)(=O)=O)cc2)=NN1S(=O)(=O)c1ccccc1 (stereo not drawn)	1%	6	-7	-12%	7%	-19%	-0.8	i
O=C(CCSc1nc2ccccc2s1)N/N=C/c1c(O)ccc2ccccc12	3%	-5	-17	-7%	2%	i	-5.1	i
COc1ccc2nc(NC(=O)c3cccc(S(=O)(=O)N4CCOCC4)c3)sc2c1	3%	0	-16	5%	-1%	-12%[57.5 µM]	2.6	i
O=S(=O)(Cc1ccccc1)NC1c2ccccc2Oc2ccccc21	nt	-3	-17	-5%	11%	-43%[inhibitor]	-6.4	i
O=C(COc1ccc(Br)cc1Cl)NC(=S)Nc1ccccn1	0%	-3	-9	-4%	6%	-36%	-1.1	i
O=C(c1ccc(Br)o1)N1CCN(CCc2ccncc2)CC1	-1%	-4	0	-3%	7%	i	-0.5	i
CC1(C)Cc2cccc(OCC(=O)N3CCN(c4ccccc4)CC3)c2O1	-2%	10	5	7%	-4%	i	0.7	i
Cc1cc(C(=O)CN2C(=O)C(=O)N(CC(C)C)C2=O)c(C)n1C1CC1	-4%	-6	21	-3%	-7%	-15%	-2.2	i
COc1cc(OC)c(-n2cc(-c3ccc(Cl)cc3)[nH]c2=O)cc1Cl	0%	-9	0	-10%	-8%	i	3.8	i
COc1ccc(Cl)cc1NC(=O)CN(C)CC(=O)Nc1ccccc1-c1ccccc1	2%	-4	3	-1%	12%	-15%	-1.0	i
